TCR act = T cell receptor activation; primary human leukocytes, anti-CD3, IL-2 HTRF, 48 h; Potency, µM (series often up to 9.22 µM), for the others: at the top dose activation of IL-2 secretion, most hits filed as activators; 330,000 tested, under 10 active; also: % of control where 0% means no effect
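1) Mix primary human leukocytes, a-CD3 beads and compound. 2) Incubate 48 hr. 3) Add HTRF IL-2 reagents (a-IL-2-K, a-IL-2-d2).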
Mito fusion act = mitochondrial division inhibition or fusion activation; actives 0.23% (n = 320,000); S. cerevisiae fusion-defective mutant growth rescue, CellTiterGlo 48 h; Potency, µM (highest dose often 46.1 µM), for inactives: at the top dose growth rescue (activation), most hits filed as activators;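 also: potency is read from the fitted curve at half-maximal effect; % of control where 0% means no effect; nearly all actives have a fitted effect of over 45% in size; temperature-sensitive fusion mutants such as fzo1-1 at 37 °C on non-fermentable ethanol glycerol medium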
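Temperature-sensitive fusion-defective S. cerevisiae (e.g. fzo1-1, mgm1-5) were grown with compound in YPEG medium (3% ethanol, 3% glycerol) for 48 hours at 37C. Growth rescue was measured as viability by CellTiterGlo luminescence after 10 minutes at ambient.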
TSHR antagonist = blocks TSH signaling through the human TSH receptor | P16473 | TSHR-expressing cells, TSH-stimulated cAMP HTRF, 2 h; active compounds read low | activity change, negative = inhibition, % at 11.5 µM | actives 0.2% (n = 330,000) | AID 504810;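 active = activity change below a set negative limit, meaning inhibition stronger than a set level, cut at about -70% in these data; inconclusive = activity change between two set negative limits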; also: % is scaled to controls: 0 for no effect and ±100 for the full control effect
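Read-out is FRET at 665 nm (cryptate excitation 337 nm) from a cryptate-tagged anti-cAMP antibody, competed by cell cAMP against cAMP-d2. Compounds are tested on freshly harvested TSHR cells challenged with 4nM TSH (EC80) for 2 hours at 37 deg C.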
Menin-MLL TR inh = menin-MLL binding inhibition, Texas Red mutant peptide; O00255; actives 0.23% (n = 270,000); Potency, µM (highest dose often 61.6 µM), for inactives: top-dose FP activity change, negative = inhibition, usual class: inhibitors; Menin + Texas Red MLL mutant peptide, fluorescence polarization; active = well fitted inhibition curve with a large enough effect in the polarisation, with a control signal flat, not every such curve was filed as active; inconclusive = small, poorly fitted or top-dose-only effect, or effect the other way, or a change in a side signal; inactive = no such curve, though single readings can be large or run the other way; the % refers to the polarisation; also: potency is read from the fitted curve at half-maximal effect; % of control where 0% means no effect; many of its hits are not listed in these tables
S-ASM inh = human S-ASM enzyme inhibition. P17405. placental ASM, HMU-PC fluorogenic substrate, 60 min. Potency, µM (titrated, usually from 57.5 µM), for the others: top-dose activity change, negative = inhibition, hits mostly inhibitors. actives 0.006% (n = 340,000). AID 504937; also: potency is read from the fitted curve at half-maximal effect
Target sequence (P17405 47-631 limits assumed): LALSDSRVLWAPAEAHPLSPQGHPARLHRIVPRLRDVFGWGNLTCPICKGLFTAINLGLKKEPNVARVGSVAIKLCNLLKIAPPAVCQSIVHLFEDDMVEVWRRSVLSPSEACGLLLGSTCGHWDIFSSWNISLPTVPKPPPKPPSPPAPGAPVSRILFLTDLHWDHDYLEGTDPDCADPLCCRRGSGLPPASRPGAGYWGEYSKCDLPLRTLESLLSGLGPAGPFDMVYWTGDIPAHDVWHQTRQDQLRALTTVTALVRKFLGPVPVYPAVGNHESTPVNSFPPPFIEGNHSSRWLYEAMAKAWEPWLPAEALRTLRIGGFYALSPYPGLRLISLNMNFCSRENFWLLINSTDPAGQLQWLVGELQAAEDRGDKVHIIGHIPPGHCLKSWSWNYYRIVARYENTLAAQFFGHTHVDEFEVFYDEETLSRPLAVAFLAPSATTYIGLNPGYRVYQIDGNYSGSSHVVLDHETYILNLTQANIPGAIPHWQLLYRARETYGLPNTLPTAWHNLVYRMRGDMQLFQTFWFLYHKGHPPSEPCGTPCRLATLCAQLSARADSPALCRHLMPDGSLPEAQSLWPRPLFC
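HMU-PC0 cleavage (9 uM final) by human placental ASM, 60 min at 37 °C following 10 min compound exposure at RT; stopped at pH 10, fluorescence Ex 386/Em 447 nm.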
AT treatment = potential ataxia-telangiectasia treatment. […] A-T fibroblasts, KAP-1 phosphorylation AlphaLISA; neocarzinostatin DNA damage 30 min before lysis. Potency, µM (titrated, usually from 57.5 µM), inactives show at the top dose activation, actives largely listed as activators. actives 0.19% (n = 320,000); also: potency is read from the fitted curve at half-maximal effect; % of control where 0% means no effect; nearly all actives have a fitted effect of over 45% in size
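ATM-like activity read as KAP-1 phosphorylation via AlphaLISA donor/acceptor antibody pairs after lysis and 6 hr at 25C. Cells were ATM-null patient fibroblasts ([…], hTERT), dosed 60 min, then exposed to the DSB inducer NCS for 30 min.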
MLL CXXC-DNA inh = blocks binding of human MLL CXXC domain to DNA; Q03164; MLL-CXXC / FITC-HOXA9 DNA fluorescence polarization; Potency, µM (top dose mostly 115 µM), for inactives: at the highest dose activity change, negative = inhibition, actives largely listed as inhibitors; actives 0.037% (n = 290,000); AID 2662; active = well fitted inhibition curve with a large enough effect in the polarisation, with a control signal flat, not every such curve was filed as active; inconclusive = small, poorly fitted or top-dose-only effect, or effect the other way, or a change in a side signal; inactive = no such curve, though single readings can be large or run the other way; the % refers to the polarisation; also: potency is read from the fitted curve at half-maximal effect
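Steps: dispense CXXC domain solution (7 uM) → pin compounds or unlabeled HOX-A9 DNA control → 5 min ambient → add FLSN-HOX-A9 solution (50 nM) → spin → 30 min ambient → fluorescence polarization. Tris pH 7.5/NaCl/DTT/BSA buffer.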
a7 integrin act = activators of alpha7 integrin expression for muscular dystrophy | Potency, µM (series often up to 38.3 µM), inactives show top-dose activation, actives largely listed as activators | actives 0.064% (n = 350,000) | alpha7betagal myoblasts, beta-gal FDG fluorescence, 48 h;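 also: potency is read from the fitted curve at half-maximal effect; 100% = response of the positive control SU9516; nearly all actives have a fitted effect of over 60% in size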
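alpha7betagal+/- myoblasts (passage 13, 250/well) treated 48 h at 37C with compounds at 1:260 dilution of DMSO stock. Lysed, then beta-galactosidase activity read as FDG fluorescence (ex 480/em 540) after 30 min, with pre-read for autofluorescence.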
MBNL1 CUG block = blocks human MBNL1 binding to CUG repeat RNA; TR-FRET MBNL1-His/biotin-(CUG)12 binding, 665/545 ratio; Potency, µM (series often up to 57.5 µM), inactives show top-dose activity change, negative = inhibition, hits mostly inhibitors; AID 2675; actives 0.036% (n = 280,000); Q9NR56; active = well fitted inhibition curve with a large enough effect in the signal ratio, with a control signal flat, not every such curve was filed as active; inconclusive = small, poorly fitted or top-dose-only effect, or effect the other way, or a change in a side signal; inactive = no such curve, though single readings can be large or run the other way; the % refers to the signal ratio; also: potency is read from the fitted curve at half-maximal effect; % is scaled to controls: 0 for no effect and ±100 for the full control effect
Target sequence (Q9NR56 whole entry, looked up): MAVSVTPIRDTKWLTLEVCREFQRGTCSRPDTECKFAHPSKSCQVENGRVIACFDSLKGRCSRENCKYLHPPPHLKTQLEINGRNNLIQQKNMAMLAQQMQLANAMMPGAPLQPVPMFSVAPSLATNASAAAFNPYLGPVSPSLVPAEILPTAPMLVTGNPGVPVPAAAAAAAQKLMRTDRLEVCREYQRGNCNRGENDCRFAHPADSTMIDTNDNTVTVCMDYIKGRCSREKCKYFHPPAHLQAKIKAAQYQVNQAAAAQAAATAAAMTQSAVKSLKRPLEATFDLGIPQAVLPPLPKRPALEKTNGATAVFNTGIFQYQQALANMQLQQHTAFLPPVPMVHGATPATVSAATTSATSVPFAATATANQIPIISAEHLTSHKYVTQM
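Ratiometric TR-FRET (665 over 545 nm, excitation 340 nm) tracks disruption of MBNL1-His/biotin-(CUG)12 complex after 60 min at room temperature, with compounds at 92 nM to 58 uM final.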
PTAP TSG101 blk = blocks PTAP/TSG101 interaction to inhibit HIV-1 budding; Potency, µM (series often up to 115 µM), for the others: at the highest dose activity change, negative = inhibition, actives largely listed as inhibitors; Fluorescence polarization, FITC-PTAP peptide / Tsg101 binding; 340,000 tested, under 10 active; active = well fitted inhibition curve with a large enough effect in the main read-out, with a control signal flat, not every such curve was filed as active; inconclusive = small, poorly fitted or top-dose-only effect, or effect the other way, or a change in a side signal; inactive = no such curve, though single readings can be large or run the other way; also: potency is read from the fitted curve at half-maximal effect; % of control where 0% means no effect
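Fluorescence anisotropy tracks displacement of a FITC-tagged PTAP peptide (50 nM) from the Tsg101 binding domain (10 uM), following a 20 min room-temperature incubation at pH 7.5.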
An asterisk follows results filed as active; i = inactive; ? = inconclusive; nt = no result given; [ ] = dose if it differs, or a comment. Unless noted, calls follow the shape of the dose curve; as a rule, active = well fitted curve in the direction sought with a large enough effect; inconclusive = small, poorly fitted or top-dose-only effect, or another doubt; inactive = no such curve, though single readings can be large; an effect the other way counts as inactive or inconclusive.

SMILES,TCR act,Mito fusion act,TSHR antagonist,Menin-MLL TR inh,S-ASM inh,AT treatment,MLL CXXC-DNA inh,a7 integrin act,MBNL1 CUG block,PTAP TSG101 blk
CCN1C(=O)C2C(c3cccc(F)c3)NC(CC)(C(=O)OC)C2C1=O (stereo not drawn),1%,3%,-7,0%,8%,-1%,2%,?,3%,-1%
O=C(CN1CCN(c2ncccn2)CC1)N1CCCc2c1c(=O)oc1ccc(O)cc21,3%[46.1 µM],1%,-1,5%,4%,5%,0%,-12%,?,-2%
COC(=O)c1nn(-c2ccccc2)c(-c2ccccc2)c1C(=O)c1ccccc1,5%,-23%,20,nt,-3%,15%,-7%,-22%,-6%,-4%
CC1CCCC=CC2CC(OC(=O)CN(C)C)CC2C(O)C=CC(=O)O1 (stereo not drawn),3%,nt,nt,nt,6%,nt,nt,-57%[inhibitor],nt,-7%
COc1ccc(N2CCN(C(CNC(=O)C(=O)NCCc3c[nH]c4ccccc34)c3ccco3)CC2)cc1 (stereo not drawn),5%,-4%,-2,?,-5%,8%,3%,18%,nt,0%
NC(=O)c1ccsc1NC(=O)c1cc(=O)c2ccccc2o1,-5%,25%,8,5%,-3%,2%,21%,20%,?,1%
Cc1ccc2c(C)c(C(=O)N3CCC(N4CCC(C(=O)NC5CC5)CC4)CC3)oc2c1,-2%,-14%,-9,nt,2%,-1%,1%,3%,-5%,-4%
Cc1ccccc1SCC(=O)Nc1cc(C(F)(F)F)ccc1N1CCOCC1,3%,20%,5,nt,-7%,nt,nt,6%,nt,2%
CC1(C)COC(/C=C/c2ccc([N+](=O)[O-])cc2)=N1,-3%[46.1 µM],-12%,16,-9%,-1%,13%,-8%,-47%[inhibitor],?,-4%
Cc1nc(C(=O)O)sc1C1(C)CC(c2cccc([N+](=O)[O-])c2)=NO1 (stereo not drawn),2%,nt,nt,nt,3%,nt,nt,-14%,nt,1%
CCOCCCNC(=O)c1cccc(OC2CCN(S(C)(=O)=O)CC2)c1,-1%,1%,1,-9%,-1%,2%,-6%,26%,0%,-1%
O=C(O)c1cn(-c2ccccc2)nc1C(=O)O,1%[46.1 µM],-1%,5,-7%,-1%,3%,3%,-11%,-6%,-3%
O=CNc1c(Cl)cc2c(c1Cl)Cc1cc([N+](=O)[O-])ccc1-2,-1%,nt,nt,nt,-4%,nt,nt,-31%[inhibitor],nt,-6%
Cc1cc(N2Cc3ccccc3C2)ccc1C=O,4%,-5%,-6,-3%,-2%,2%,5%,-17%,23%,-4%
O=C(NCCc1ccccc1)/C(=C\c1ccccc1)NC(=O)c1ccco1,-6%,-3%,9,-17%,0%,-5%,0%,?,-1%,-4%
Clc1ccc(-c2ccc(SCc3ccccn3)nn2)cc1,2%,2%,-3,-19%,-1%,10%,13%,12%,1%,-6%
CC12CCC(C(=O)Nc3ccccc3)(C(Br)C1=O)C2(C)C (stereo not drawn),-4%[46.1 µM],24%,-3,0%,0%,1%,5%,-1%,8%[11.5 µM],-6%
CC(=O)c1c(C)[nH]c(C(=O)N(C)CC(=O)Nc2ccc(Cl)c(C(F)(F)F)c2)c1C,5%,-3%,-5,nt,-5%,2%,1%,16%,-6%,-6%
CS/C(=C\[N+](=O)[O-])Nc1ccc(OC(F)(F)F)cc1,3%,-1%,3,3%,3%,2%,-6%,-42%,5%,-3%
O=C(COC(=O)/C=C/c1ccc(Br)o1)NCCCN1CCCC1=O,-3%,-2%,-1,2%,0%,-7%,-3%,6%,?,-2%
Fc1ccc(/C=N/NC(=S)Nc2cccnc2)cc1F,-9%,-3%,12,-8%,2%,15%,?,37%,nt,0%
CCCn1c(=O)c(C(=O)NNC(=O)Cc2ccccc2)c(O)c2ccccc21,3%,-6%,1,nt,17%,-3%,13%,-11%,-1%,-7%
O=C(/C=C/c1cccc([N+](=O)[O-])c1)NC(=S)Nc1cccc(NC(=O)c2ccccc2Cl)c1,2%,-2%,-8,?,-2%,8%,4%,-29%,7%,-4%
COc1ccc(CCN2CC(C(=O)N(C)Cc3ccc(C)o3)CCC2=O)cc1 (stereo not drawn),-4%,-6%,7,2%,4%,7%,-9%,-28%,0%,0%
COc1ccc(-n2c(=S)[nH]c3cc(C(=O)NCc4ccco4)ccc3c2=O)c(OC)c1,-6%,9%,-25,?,-7%,9%,13%,-3%,3%,-3%
O=C(C[C@@H]1C/C=C\CCC(=O)OC[C@@H]2CCCN2C1=O)N[C@H](CO)Cc1ccccc1,-2%,nt,-8,nt,6%,-2%,nt,7%,nt,3%
O=c1[nH]cnc2ccc([N+](=O)[O-])cc12,1%,7%,?,nt,-2%,-6%,-1%,0%,?,-4%
O=C(COC(=O)c1ccccc1[N+](=O)[O-])c1ccc(C2CCCCC2)cc1,-5%,-3%,-5,-27%,2%,14%,4%,-47%[inhibitor],8%,-9%
Cc1ccc(S(=O)(=O)NCC(=O)OCN2C(=O)c3ccccc3C2=O)cc1,8%,1%,-4,0%,-2%,nt,-8%,-1%,12%,-3%
COc1ccc2c(C)cc(SCC(=O)NCC3CCCO3)nc2c1 (stereo not drawn),-6%,-1%,3,nt,-1%,-4%,nt,?,nt,-4%
Cc1ccc(-n2nc3ccc(NC(=O)c4ccco4)cc3n2)cc1,0%,21%,-10,?,31%[activator],1%,26%,-16%,15%,1%
O=C(CC1SC(=Nc2ccccc2)N(Cc2ccccn2)C1=O)Nc1ccc(Br)cc1 (stereo not drawn),1%[46.1 µM],-4%,10,?,-12%,-20%,9%,13%,-9%,-4%
O=C(NCc1ccco1)N1c2ccccc2Sc2ccccc21,nt,2%,-14,-5%,-1%,10%,5%,15%,-6%,-4%
CCN(CC)C(=O)CSc1nnc(COc2cccc(C)c2)n1C,nt,3%,4,3%,nt,8%,?,nt,-13%,nt
CCOC(=O)c1cc(-c2ccccc2)sc1NC(=O)CSc1nnc(N)s1,0%,5%,-18,-16%,4%,-2%,?,-60%[inhibitor],8%,-3%
O=c1oc2c(O)cccc2cc1-c1nc2ccccc2[nH]1,-7%,-12%,9,?,i,?,?,-625%[inhibitor],?,?
Cc1c(CN(C)Cc2cn(C)nc2-c2ccccc2F)[nH]c2ccccc12,-2%,-2%,10,2%,6%,3%,-2%,-16%,1%,-4%
CC(C)C(=O)Nc1cccc(NC(=S)NC(=O)C(c2ccccc2)c2ccccc2)c1,2%,0%,11,?,-15%,1%,10%,6%,-1%,0%
COc1ccc(-c2cc(C)nc3c(-c4ccccc4)cnn23)cc1,3%,2%,-16,16%,-12%,5%,7%,10%,7%,0%
Cc1cccc(C)c1NS(=O)(=O)c1c(C(=O)N2CCCCC2)c(C)n(C)c1C,0%,?,2,0%,5%,-4%,-2%,9%,0%,-3%

Compounds shown so far containing an aryl thioether with sulfur outside any ring (5):
SMILES,TCR act,Mito fusion act,TSHR antagonist,Menin-MLL TR inh,S-ASM inh,AT treatment,MLL CXXC-DNA inh,a7 integrin act,MBNL1 CUG block,PTAP TSG101 blk
Cc1ccccc1SCC(=O)Nc1cc(C(F)(F)F)ccc1N1CCOCC1,3%,20%,5,nt,-7%,nt,nt,6%,nt,2%
Clc1ccc(-c2ccc(SCc3ccccn3)nn2)cc1,2%,2%,-3,-19%,-1%,10%,13%,12%,1%,-6%
COc1ccc2c(C)cc(SCC(=O)NCC3CCCO3)nc2c1 (stereo not drawn),-6%,-1%,3,nt,-1%,-4%,nt,?,nt,-4%
CCN(CC)C(=O)CSc1nnc(COc2cccc(C)c2)n1C,nt,3%,4,3%,nt,8%,?,nt,-13%,nt
CCOC(=O)c1cc(-c2ccccc2)sc1NC(=O)CSc1nnc(N)s1,0%,5%,-18,-16%,4%,-2%,?,-60%[inhibitor],8%,-3%

High-throughput results from PubChem BioAssay.

Only part of the results is shown, so the mix of outcomes need not match the whole.
